TIM10 inh = growth inhibitors of TIM10 yeast strain. inhibition, % at 10 µM. AID 463195. S. cerevisiae TIM10 strain growth, BacTiter-Glo luminescence, 24 h. 330,000 compounds, 1.4% hits;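 active = inhibition of 40% or more at the single tested concentration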;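 also: wild-type TIM10 isogenic control strain grown at permissive 25 °C; 0% = DMSO yeast wells and 100% = minimal medium wells without yeast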
ATG4B inh = blocks human ATG4B protease cleavage of LC3 substrate | Q9Y4P1 | ATG4B cleavage of LC3-PLA2, NBD-HPC fluorescence, 1 h | inhibition, % at 8.33 µM | 340,000 compounds, 0.51% hits | AID 504462; in the data active = inhibition above about 40%
Target sequence (Q9Y4P1 whole entry, looked up): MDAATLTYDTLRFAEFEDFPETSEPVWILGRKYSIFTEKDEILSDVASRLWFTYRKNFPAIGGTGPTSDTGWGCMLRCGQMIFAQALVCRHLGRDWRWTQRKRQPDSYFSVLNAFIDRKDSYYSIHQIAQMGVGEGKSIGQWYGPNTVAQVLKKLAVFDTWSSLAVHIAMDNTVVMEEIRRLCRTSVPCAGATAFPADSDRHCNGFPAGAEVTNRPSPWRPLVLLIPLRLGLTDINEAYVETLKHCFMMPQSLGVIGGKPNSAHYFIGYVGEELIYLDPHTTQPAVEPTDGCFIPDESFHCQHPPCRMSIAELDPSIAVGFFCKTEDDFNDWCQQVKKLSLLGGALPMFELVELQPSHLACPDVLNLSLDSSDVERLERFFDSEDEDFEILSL
tim10-1 inh = growth inhibitors of tim10-1 mutant yeast; AID 463190; inhibition, % at 20 µM; 330,000 compounds, 2.2% hits; S. cerevisiae tim10-1 ts strain growth, BacTiter-Glo, 24 h;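 active = inhibition of at least 40%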;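 also: mutant grown at 25 °C; 0% = DMSO wells with yeast and 100% = wells holding no yeast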
hIAP inh = human IAP inhibition; P09923; purified IAP, CDP-Star luminescence, 30 min; inhibition, % at 10 µM; 330,000 compounds, 0.12% hits; AID 2544;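 active = inhibition reaching a set limit with compound at 10 µM in the primary screen, cut at about 35% in these data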;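 also: plate controls were DMSO wells with enzyme for no effect and no-enzyme buffer wells for full effect; values of inactives mirror those of a sister screen read the other way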
Target sequence (P09923 whole entry, looked up): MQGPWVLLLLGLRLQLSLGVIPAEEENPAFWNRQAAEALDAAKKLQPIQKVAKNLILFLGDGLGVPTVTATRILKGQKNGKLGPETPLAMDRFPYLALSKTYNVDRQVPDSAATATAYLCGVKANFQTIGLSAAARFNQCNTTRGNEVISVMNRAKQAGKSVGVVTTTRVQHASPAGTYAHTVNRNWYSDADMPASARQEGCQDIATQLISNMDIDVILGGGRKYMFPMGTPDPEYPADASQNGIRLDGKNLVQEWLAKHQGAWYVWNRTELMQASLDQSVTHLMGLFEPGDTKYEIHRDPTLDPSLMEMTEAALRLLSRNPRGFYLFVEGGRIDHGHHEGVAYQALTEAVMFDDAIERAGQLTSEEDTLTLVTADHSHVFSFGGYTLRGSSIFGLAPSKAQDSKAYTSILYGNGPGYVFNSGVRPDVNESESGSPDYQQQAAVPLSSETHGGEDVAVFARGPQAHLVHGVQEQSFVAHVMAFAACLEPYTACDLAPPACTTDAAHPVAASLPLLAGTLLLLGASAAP
mIAP block = blocks mouse intestinal alkaline phosphatase. purified mouse IAP, CDP-Star luminescence, 30 min. inhibition, % at 10 µM. 330,000 compounds, 0.2% hits;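 active = inhibition of at least 40% at 10 µM in the primary screen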;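 also: plate controls were DMSO with enzyme for no effect and no enzyme wells for full effect; values of inactives mirror those of a sister screen read the other way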
Apaf-1 inh = human Apaf-1 inhibition. O14727. reconstituted apoptosome caspase-3 activity, DEVD-Rh110 fluorescence. inhibition, % at 20 µM. 330,000 compounds, 0.71% hits. AID 489030; active = inhibition of at least 40% at 20 µM;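 also: plate controls were DMSO wells for no effect and DEVD-CHO caspase inhibitor wells for full effect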
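Material: cell-free apoptosome with Apaf-1, procaspase-3 and caspase-9; Buffer or medium: Hepes pH 7.5 with detergent and BSA; Reagent: cytochrome c trigger plus (Z-DEVD)2-Rh110 caspase-3 substrate; Times: compound with Apaf-1, dATP, procaspase-3 30 min, then 50 min reaction, room temperature; Technique: Rh110 fluorescence intensity.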
NALP3 yeast inh = inhibitors of NALP3 inflammasome in yeast; inhibition, % at 10 µM; 330,000 compounds, 0.39% hits; Yeast reconstituted NLRP3/ASC/caspase-1, beta-gal luminescence, 24 h; AID 2825;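 active = inhibition of 50% or more; inactive = inhibition below 50%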;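 also: plate controls were induced DMSO wells for no effect and uninduced yeast grown without galactose for full effect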
hIAP activ = increases human intestinal alkaline phosphatase activity; P09923; purified human IAP, CDP-Star luminescence, 30 min; hits give high values; 1 = vehicle-only enzyme, 0 = enzyme-free background; activation factor at 10 µM; 330,000 compounds, 0.16% hits; AID 2524;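 active = activation factor of the enzyme at least 2-fold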; also: the source names both 10 and 20 µM as test concentration; values of inactives mirror those of a sister screen read the other way
mIAP act = mouse IAP activation; muIAP, CDP-Star luminescence, 30 min; hits give high values; 1 = vehicle-only enzyme signal, 0 = enzyme-free wells; activation factor at 10 µM; 330,000 compounds, 0.24% hits;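 active = activation factor of at least 2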; also: the source names both 10 and 20 µM as test concentration; values of inactives mirror those of a sister screen read the other way
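Assay system: mouse IAP enzyme; Reagent: CDP-Star chemiluminescent phosphatase substrate; Compound: DMSO-dissolved test compounds; Incubation: 30 min, room temperature; Technique: luminescence from enzymatic CDP-Star hydrolysis; Controls: DMSO-only wells and no-enzyme negative control.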
Starred values were filed as active, the others as inactive; . = not tested or not shown.

no. | Compound | TIM10 inh | ATG4B inh | tim10-1 inh | hIAP inh | mIAP block | Apaf-1 inh | NALP3 yeast inh | hIAP activ | mIAP act
1 | O=C(/C=C/c1ccc(F)cc1)NCCNC(=O)/C=C/c1ccc(F)cc1 | -22 | -7 | -31 | -18 | -3 | -4 | 13 | 1.2 | 1
2 | CC(OC(=O)c1ccccc1Oc1ccccc1)C(=O)NC1CC1 (centres undefined) | -8 | 7 | -5 | -4 | -10 | 7 | 8 | 1 | 1.1
3 | Cc1ccc2nsnc2c1NC(=O)CCl | 4 | 4 | 6 | 14 | 6 | -3 | 5 | 0.86 | 0.94
4 | COc1ccc(CN=Nc2cc(C)nc(NS(=O)(=O)c3ccccc3Cl)n2)cc1 | 4 | . | -19 | -3 | -2 | 2 | 9 | 1 | 1
5 | CC(C)(C)c1cc(NC(=O)c2ccco2)no1 | 20 | -3 | 23 | 16 | 8 | 6 | 3 | 0.84 | 0.92
6 | CC(C)NC(=O)Nc1ccc2c(c1)C(=O)N([C@H](C)CO)C[C@H](C)[C@@H](CN(C)C(=O)NC1CCCCC1)O2 | -2 | -6 | 7 | 0 | -8 | 3 | 18 | 1 | 1.1
7 | Cc1ccc(C)c(NC(=O)c2ccc[n+](Cc3ccc([N+](=O)[O-])cc3)c2)c1 | -11 | -2 | -11 | 6 | 4 | 3 | 12 | 0.94 | 0.96
8 | CC1=CC2=NC(=O)CC(C)(C(=O)N(CC(=O)NC3CCCC3)Cc3ccccc3)N2C=C1 (centres undefined) | 3 | -2 | -5 | 2 | 0 | -1 | 5 | 0.98 | 1
9 | Cc1cccc(NC(=S)N/N=C/c2ccc(Cl)c([N+](=O)[O-])c2)c1 | -8 | -13 | 13 | 6 | 21 | -5 | 17 | 0.94 | 0.79
10 | COC(=O)[C@]1(CC(C)C)N[C@H](c2ccc(-c3ccc(Cl)c(Cl)c3)cc2)[C@@H]2C(=O)N(C)C(=O)[C@@H]21 | 29 | -6 | 24 | 3 | 10 | 20 | 16 | 0.97 | 0.9
11 | COc1cccc(NC(=O)COc2ccc(C)cc2)c1 | -10 | -3 | -11 | -9 | -8 | 16 | 38 | 1.1 | 1.1
12 | CCn1cc(CN2CCN(C)C(CCO)C2)c2ccccc21 (centres undefined) | -4 | 1 | 4 | -185 | -2 | -2 | 11 | 2.8* | 1

Next part.
no. | Compound | TIM10 inh | ATG4B inh | tim10-1 inh | hIAP inh | mIAP block | Apaf-1 inh | NALP3 yeast inh | hIAP activ | mIAP act
13 | COc1cccc(CN2CCC(n3nccc3NC(=O)CCOc3ccccc3)CC2)c1O | -1 | 25 | -15 | -56 | -5 | 1 | 12 | 1.6 | 1
14 | COc1cccc(C(=O)NC2CCN(CC(=O)NCc3ccccc3OC)CC2)c1 | 8 | -1 | -6 | 10 | 2 | -9 | 8 | 0.9 | 0.98
15 | COc1ccc2c(C)c(C(=O)NCC(C)O)oc2c1OC (centres undefined) | 1 | 0 | -2 | 7 | -2 | 0 | 4 | 0.93 | 1
16 | COc1ccc2[nH]c(C(=O)O)c(NC(=O)c3ccccc3[N+](=O)[O-])c2c1 | 24 | 0 | -5 | 0 | 28 | -12 | 1 | 1 | 0.72
17 | COc1ccc(-c2oc(/N=C/N3CCCC3)c(C#N)c2-c2ccc(OC)cc2)cc1 | 22 | 9 | 14 | -7 | 2 | 7 | 16 | 1.1 | 0.98
18 | CCC1=NN(C(=O)c2ccccc2Br)C(O)(c2ccc(Br)cc2)C1 (centres undefined) | 22 | -1 | 5 | 3 | 16 | 8 | 24 | 0.97 | 0.84
19 | COc1cc(CNCCCN2CCOCC2)c(Br)cc1OCC(=O)Nc1ccccc1C | -15 | -5 | -24 | 5 | -4 | -9 | 20 | 0.95 | 1
20 | COc1ccc(CNC(=O)CSc2nc3nc(C)cc(C)n3n2)cc1 | 6 | -3 | 16 | -29 | -14 | 11 | -23 | 1.3 | 1.1
21 | Cc1ccccc1C(=O)N1CCN(c2ccc([N+](=O)[O-])c(NCc3ccco3)c2)CC1 | 38 | -9 | 23 | 6 | 14 | 21 | 27 | 0.94 | 0.86
22 | CC(C)C(C)(C#N)NC(=O)CSc1nncn1-c1ccccc1 (centres undefined) | -2 | 2 | -8 | 0 | -6 | -9 | 17 | 1 | 1.1
23 | C=CCn1c(SCC(=O)Nc2c(C)n(C)n(-c3ccccc3)c2=O)nc2ccccc2c1=O | 8 | 3 | 20 | -3 | 7 | 14 | 4 | 1 | 0.93
24 | COc1ccc(CNS(=O)(=O)NCc2ccc(C)cc2)cc1 | -1 | -8 | -1 | -8 | -2 | -1 | 14 | 1.1 | 1

(continued)
no. | Compound | TIM10 inh | ATG4B inh | tim10-1 inh | hIAP inh | mIAP block | Apaf-1 inh | NALP3 yeast inh | hIAP activ | mIAP act
25 | Nc1nncn1C(=O)c1ccccc1Cl | -5 | 14 | -2 | 7 | -2 | 4 | 12 | 0.93 | 1
26 | COc1cccc(C(=O)O/N=C(\N)Cc2ccc(Cl)cc2)c1 | 85* | 0 | 53* | -12 | 3 | 11 | 17 | 1.1 | 0.97
27 | COc1cccc(CC2(CO)CCCN(Cc3[nH]c4ccc(C)cc4c3C)C2)c1 (centres undefined) | 12 | -7 | 16 | 3 | 1 | -6 | 5 | 0.97 | 0.99
28 | CCOc1ccc(C(=O)NCc2ccco2)cc1Cl | -2 | -1 | -9 | 4 | -8 | 6 | 37 | 0.96 | 1.1
29 | COC(=O)c1c(NC(=O)c2ccccc2OC)sc(C(=O)N2CCOCC2)c1C | 29 | -12 | 26 | 17 | 4 | 12 | 17 | 0.83 | 0.96
30 | CCn1ncc(C2=NOC(C(=O)NCC(C)C)C2)c1C (centres undefined) | 15 | -10 | 5 | 5 | -2 | -4 | 3 | 0.95 | 1
31 | O=C(Nc1ccc([N+](=O)[O-])cn1)C1CCCCC1 | -14 | 30 | 21 | -1 | 3 | 10 | 8 | 1 | 0.97
32 | COc1cccc(NC(=O)C(c2ccccc2)N2CCN(c3ccccn3)CC2)c1 (centres undefined) | 17 | 7 | 12 | -10 | -16 | 3 | 3 | 1.1 | 1.2
33 | Cc1ccc(C(C)(C)NC(=O)C2CCC(=O)N(Cc3ccccc3F)C2)cc1 (centres undefined) | 11 | 13 | 5 | -16 | 3 | -8 | 10 | 1.2 | 0.97
34 | Cc1ccc([N+](=O)[O-])cc1S(=O)(=O)N(C(=O)c1ccncc1)c1ccc2oc3c(c2c1)CCCC3 | -9 | -5 | 22 | 8 | -3 | 12 | 10 | 0.92 | 1
35 | N#CC1(NC(=O)COc2ccc(S(=O)(=O)N3CCCC3)cc2[N+](=O)[O-])CCCCC1 | 9 | -2 | 11 | 6 | -1 | 9 | 2 | 0.94 | 1
36 | CCCC(C(=O)NCC1CCCO1)N(Cc1ccco1)C(=O)CNS(=O)(=O)c1ccc(F)cc1 (centres undefined) | 3 | -5 | -7 | -36 | 3 | -9 | 11 | 1.4 | 0.97

[37] COc1ccc(C2CC(c3ccccc3)=NN2C(=O)COC(=O)c2nc3nccc(C)n3n2)cc1 (centres undefined)
[38] O=C(Cc1ccc(S(=O)(=O)N2CCOCC2)s1)N1CCN(c2ccc(C(F)(F)F)cc2[N+](=O)[O-])CC1
[39] Cc1ccc(CNCc2ccccc2Cl)cc1
[40] C=C(C)CNC(=S)Nc1cccc(S(=O)(=O)NC2=NCCC2)c1
[41] COc1cc(CN2CCCCCC2)cc(OC)c1O
[42] COc1cc(C(=O)OCC(=O)NC2CC2)cc(OC)c1OC

Screen / compound no.	37	38	39	40	41	42
TIM10 inh	13	13	12	-3	-2	2
ATG4B inh	2	-4	4	-9	0	2
tim10-1 inh	9	4	24	16	18	-17
hIAP inh	3	7	-15	-4	-13	-6
mIAP block	-8	13	-3	-18	-5	-1
Apaf-1 inh	3	18	14	-15	14	-3
NALP3 yeast inh	10	17	-4	2	14	5
hIAP activ	0.97	0.93	1.2	1	1.1	1.1
mIAP act	1.1	0.87	1	1.2	1.1	1

Excerpt, entries 40 to 41
[40] C=C(C)CNC(=S)Nc1cccc(S(=O)(=O)NC2=NCCC2)c1
[41] COc1cc(CN2CCCCCC2)cc(OC)c1O

Screen / compound no.	40	41
TIM10 inh	-3	-2
ATG4B inh	-9	0
tim10-1 inh	16	18
hIAP inh	-4	-13
mIAP block	-18	-5
Apaf-1 inh	-15	14
NALP3 yeast inh	2	14
hIAP activ	1	1.1
mIAP act	1.2	1.1

Sorted by value in hIAP inh (high to low): four of the compounds above
No. | Compound | hIAP inh
38 | O=C(Cc1ccc(S(=O)(=O)N2CCOCC2)s1)N1CCN(c2ccc(C(F)(F)F)cc2[N+](=O)[O-])CC1 | 7
42 | COc1cc(C(=O)OCC(=O)NC2CC2)cc(OC)c1OC | -6
41 | COc1cc(CN2CCCCCC2)cc(OC)c1O | -13
39 | Cc1ccc(CNCc2ccccc2Cl)cc1 | -15

Other compounds follow.
[43] CN(C)CCNC(=O)NC(=O)c1ccc(Cl)cc1
[44] Cc1ccccc1C(=O)NC(NC(=S)Nc1ccc(S(N)(=O)=O)cc1)C(Cl)(Cl)Cl (centres undefined)
[45] Cc1cc(C)c(OCC(=O)OCC(=O)NC2CCC(C)CC2)c(C)c1 (centres undefined)
[46] COc1cccc(NS(=O)(=O)c2cc(C)sc2C)c1
[47] COc1ccc(OC)c(NC(=O)COc2ccc(S(=O)(=O)N3CCCC3)cc2)c1
[48] Cc1ccc(S(=O)(=O)N(CCCO)CC(O)CON=C2c3ccccc3-c3ccccc32)cc1 (centres undefined)
[49] CCOC(=O)C1(CCOc2ccccc2)CCN(Cc2cc(OC)c3c(c2)OCO3)CC1
[50] CCOC(=O)CNC(=O)CSc1nc(C)cc(C)c1C#N
[51] Brc1cnc(N2CCOCC2)nc1N1CCCCC1

Screen / compound no.	43	44	45	46	47	48	49	50	51
TIM10 inh	-12	2	-4	18	17	22	13	-5	6
ATG4B inh	-2	-11	-1	-7	-8	-35	0	-6	5
tim10-1 inh	2	4	-1	27	20	21	-11	9	2
hIAP inh	-12	-2	15	2	7	-7	-9	-2	-11
mIAP block	-1	-2	-1	-7	9	9	-4	4	0
Apaf-1 inh	-4	-3	4	11	10	18	13	2	16
NALP3 yeast inh	4	17	14	25	8	-2	11	10	-3
hIAP activ	1.1	1	0.85	0.98	0.93	1.1	1.1	1	1.1
mIAP act	1	1	1	1.1	0.91	0.91	1	0.96	1

Screens: PubChem BioAssay, Sanford-Burnham Center for Chemical Genomics
